HIF act = HIF pathway transcriptional activation | U2OS HRE-luciferase reporter, luminescence; normalized: DMSO 0%, desferrioxamine 100% | activation, % at 7.5 µM (by protocol) | actives 0.32% (n = 300,000) | AID 1910;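 active means mean activation of at least 10% of the iron chelator positive control signal, with at least half of replicates also reaching 10%; inconclusive means mean and replicate majority disagree about reaching 10%; inactive means mean and most replicates under 10%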
HDAC3 inh = inhibitors of human histone deacetylase 3; AID 2718; actives 0.15% (n = 320,000); recombinant HDAC3, fluorogenic peptide/trypsin coupled, fluorescence; O15379; inhibition, % at 8.3 µM; in the data active means inhibition above about 26%, passing the limit was not always enough; inconclusive means no clear call, values can overlap the other calls
Target sequence (O15379 whole entry, looked up): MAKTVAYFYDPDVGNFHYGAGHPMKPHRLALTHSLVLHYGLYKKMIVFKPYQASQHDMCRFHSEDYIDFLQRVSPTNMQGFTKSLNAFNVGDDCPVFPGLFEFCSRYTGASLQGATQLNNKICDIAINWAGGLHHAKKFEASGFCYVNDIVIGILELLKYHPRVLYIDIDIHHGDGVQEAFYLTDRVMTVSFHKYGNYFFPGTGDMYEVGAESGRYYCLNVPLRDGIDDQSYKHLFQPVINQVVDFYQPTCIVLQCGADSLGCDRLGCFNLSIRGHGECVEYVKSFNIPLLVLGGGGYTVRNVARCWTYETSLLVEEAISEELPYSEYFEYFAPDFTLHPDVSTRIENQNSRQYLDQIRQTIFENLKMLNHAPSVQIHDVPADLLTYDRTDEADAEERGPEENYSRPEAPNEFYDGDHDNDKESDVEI
aSyn 5UTR inh = MLPCN primary screen, SNCA 5' untranslated region; alpha-synuclein 5'UTR reporter, inhibitor activity; inhibition, % (tested at 7.5 µM); actives 0.82% (n = 300,000); in the data active means inhibition above about 60%; inconclusive means no clear call, values can overlap the other calls;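 further: H4 neuroglioblastoma cells stably carrying SNCA 5'UTR luciferase fusion; 0% = DMSO wells and 100% = positive control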
IEC-6 cytotox = IEC-6 cytotoxicity, counter-screen for KLF5 inhibitors | luminescence viability | inhibition, % at 5 µM | actives 0.78% (n = 290,000); in the data active means inhibition above about 22%;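 further: 0% = plate median of test compound wells and 100% = cytotoxic reference compound wells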
HSP90 refold inh = HSP90 refolding inhibition in rabbit reticulocyte lysate. AID 1789. inhibition, % at 5.6 µM. actives 0.91% (n = 290,000). luciferase refolding luminescence, 3 h;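 active means inhibition above the screen-wide mean plus 3 SD, computed separately per campaign, cut at about 16% in these data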;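 further: 0% = DMSO wells and 100% = 60 µM geldanamycin wells; inhibitors lower the luminescence because luciferase stays unfolded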
HSF1 activator = increases HSF-1 driven luciferase reporter signal; NIH3T3-HGL HSF-1 luciferase reporter, MG132, 8 h; 100% = twice DMSO control signal; activation, % at 9 µM; actives 1.7% (n = 300,000);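 active means mean replicate activation of at least 50% with a set share of replicates each reaching 50%; inconclusive means only one of those two conditions met; inactive means mean below 50% and too few replicates reaching it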;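 further: 0% = median of the neutral control wells and 100% = twice that signal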
HSF1 inhib = HSF1 inhibition. NIH3T3-HGL HSE-luciferase, MG132-induced, luminescence 8 h; active compounds read low. activity change, negative = inhibition, % at 7.5 µM (by protocol). actives 0.77% (n = 300,000);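 active means more than half of replicate wells show activity change below -50%, luminescence cut by over half; inconclusive means some wells, but at most half, below -50%; inactive means no replicate well below -50%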;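 further: luciferase reports HSF-1 transcriptional activity via heat shock element; 0% = median of DMSO wells and -100% = zero luminescence signal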
KLF5 inh = kruppel-like factor 5 inhibition | inhibition, % at 5 µM | DLD-1 KLF5 promoter-luciferase reporter, luminescence | actives 0.23% (n = 290,000);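 active means inhibition above a per-plate limit of that plate's mean compound inhibition plus 3 SD, cut at about 60% in these data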;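 further: 0% = DMSO wells and 100% = LY294002 at 200 µM; higher means less KLF5 promoter-driven luciferase light; inactives centre near -14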
Platelet DG rel = platelet dense granule release activity; human platelet-rich plasma, SFLLRN dense granule ATP release, luminescence; inhibition, %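 (compounds screened at 7.5 µM in platelet-rich plasma)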; actives 0.22% (n = 300,000); AID 1663;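 active means mean replicate score, as percent of positive control, at or above 50; inconclusive means mean below 50 but at least one replicate at or above 50; inactive means mean and every replicate below 50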
AI-2 QS modul = modulates the Vibrio harveyi AI-2 quorum sensing system. AID 2094. activity change, % at 7.5 µM. actives 0.4% (n = 300,000). Vibrio harveyi JMH597 AI-2 luminescence/OD600 ratio, 9 h; active compounds read low; strain lacks LuxN and CqsS sensors; 0 = neutral-control median; in the data active means activity change below about -75%, passing the limit was not always enough; inconclusive means no clear call, values can overlap the other calls;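 further: luminescence divided by OD600 gain over 9 h not by final OD600 alone; inactives centre near 13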
* marks the source's active call; other numbers are inactive results; ? = inconclusive; . = no result given.

Sequence of screens: Platelet DG rel, KLF5 inh, aSyn 5UTR inh, HDAC3 inh, HSF1 inhib, HSF1 activator, AI-2 QS modul, HSP90 refold inh, IEC-6 cytotox, HIF act
> COc1cccc(CN2CC(C(=O)NCCN3CCOCC3)CCC2=O)c1 (stereo not drawn)
  1.8, -31.1, 19.2, 1.1, 3.0, -1.1, 11.8, 0.0, -0.5, 1.0
> CCC(C)NCC(O)(c1ccc(Cl)cc1)c1ccc(Cl)cc1 (stereo not drawn)
  -4.1, -16.4, -18.6, 3.2, -1.8, 20.4, 26.1, 1.0, 6.6, -0.4
> N#C/C(=C\c1cc(Cl)ccc1O)C(=O)NC1CCCCC1
  -3.0, -16.1, -10.1, -1.2, -1.0, -12.2, 5.4, -3.9, -5.7, -0.2
> O=C(CSc1ccccn1)N1CCOCC1
  3.3, -11.4, 29.3, -2.4, 3.8, 0.0, 25.2, 3.2, 1.1, 0.1
> COCCn1c(SCC(=O)N2CCc3ccccc3C2)nc2ccccc2c1=O
  -0.5, -12.2, -11.7, -2.4, 6.9, -4.8, 26.3, -0.8, -9.0, -0.1
> CCCC(=O)Nc1cc(=O)n(C)c(=O)n1C
  -4.9, -17.4, 24.8, 1.7, -1.2, 10.4, 24.4, -0.2, 5.7, -0.4
> CC(C)[C@H](NC(=O)Nc1ccc(S(N)(=O)=O)cc1)C(=O)O
  -5.6, 14.7, 5.4, 7.3, 2.4, -0.2, 7.0, 5.1, -5.5, 0.7
> COc1ccccc1CNN
  -4.2, -33.4, 4.4, -7.7, -0.4, 4.2, -7.2, -5.5, -4.5, -0.1
> CC1CCCN(c2nc3ccccc3nc2C(C#N)S(=O)(=O)c2cccs2)C1 (stereo not drawn)
  11.5, -44.7, -46.5, -5.7, 7.9, 10.7, 5.4, 5.8, 1.8, 0.9
> O=S(=O)(Nc1ccc(S(=O)(=O)Nc2ncccn2)cc1)c1ccccc1
  3.1, -4.4, 1.5, -3.9, 1.0, -7.1, 5.7, 3.4, 11.3, 0.1
> O=C(O)c1cc(S(=O)(=O)O)ccc1O
  -4.1, 13.0, 16.1, -2.8, 0.2, -23.0, 17.3, -3.1, 1.6, 0.1
> CCOC(=O)C1=C(C)N=C(/N=C/N(C)C)SC1c1ccccc1 (stereo not drawn)
  -8.0, -5.3, 13.5, 9.4, 27.7, 45.4, 15.5, 1.6, -1.1, .
> Cc1cnc(CNC(=O)CC2C(=O)NCCN2Cc2cccc(F)c2F)cn1 (stereo not drawn)
  0.8, -10.2, -18.4, -1.2, -1.3, 13.4, -2.4, -2.8, 2.7, 1.0
> O=C(c1ccccc1-c1ccccc1)N1CCCC1
  1.4, -18.4, 1.9, 0.9, -4.4, 0.8, 16.5, -3.6, -4.5, 0.3
> CC(C)c1ccc(N2CCN(C(=O)c3ccccc3NC(=O)/C=C(\C(=O)O)c3ccccc3)CC2)cc1
  ., -8.9, ., ., ., ., 17.9, 3.6, 2.3, .
> Cc1ccc2c(c1)N(C(=O)CCC(=O)NCc1ccccn1)CC(C)O2 (stereo not drawn)
  -0.4, -22.6, -2.0, -7.6, -5.3, 3.5, 23.2, 1.6, 3.3, -0.1
> CCN(CC)S(=O)(=O)c1cc(OCC(N)=O)c(C)cc1Cl
  ?, -26.7, 10.2, -5.0, -0.7, -12.8, 13.8, 2.4, 5.9, -0.2
> Cc1cc(C)nc(NS(=O)(=O)c2ccc(NC(=O)C(C)C)cc2)n1
  -3.1, 4.6, -11.2, 0.7, -4.4, 4.8, 20.7, -1.7, 6.1, -31.4
> CCOC(=O)N1CCc2c(sc3c2c(=O)n(Cc2ccccc2)c(=O)n3Cc2ccc(C)cc2)C1
  20.2, -12.4, 26.2, -6.1, -3.3, 19.7, 25.9, 4.3, -7.2, -0.4
> CCN1CCc2c(sc(NC(=O)C3COc4ccccc4O3)c2C(N)=O)C1 (stereo not drawn)
  -4.7, -64.8, -96.2, -5.8, -9.5, -0.3, 12.4, -0.9, -2.6, 2.1
> O=C(N/N=C1\CCc2ccccc21)c1ccc(O)cc1
  5.0, -54.5, -75.0, 3.9, 9.1, 19.2, 11.4, -2.3, -3.6, 3.0
> COCCNC(=O)c1ccc2c3n(nc2c1)-c1ccccc1CO3
  16.3, ., -108.0, -6.5, 5.6, 0.0, 4.5, ., ., 1.6
> CCOc1ccc(S(=O)(=O)c2c(C(=O)c3ccccc3)cnc3cc4c(cc23)OCCO4)cc1
  -4.0, -11.1, -17.4, 4.8, 32.5, 68.0*, 25.2, 9.0, -0.9, -0.5
> Cc1cc(N2CCOCC2)nc2ccccc12
  -5.2, -20.2, -24.8, -3.3, 7.3, 12.5, 8.2, -3.3, -5.0, 0.5
> O=C(NCc1ccccn1)c1cccc(S(=O)(=O)NCc2ccccc2)c1
  4.0, ., 3.2, -5.8, -5.4, 4.3, 25.5, ., ., -1.0
> O=C(NCc1cccc2ccccc12)Nc1ccccc1
  -5.0, -8.0, -6.1, -1.8, 2.2, -4.2, -71.6, -1.7, -5.0, 0.1
> O=C(O)c1cc(-c2ccccc2)n[nH]1
  5.8, -20.4, 4.4, -3.5, -2.7, 4.0, 14.0, -7.4, -5.4, 0.2
> Cc1n[nH]c(=O)nc1NCCN(C)C
  4.6, 9.1, 11.8, 0.5, -2.0, 10.7, 16.9, 1.8, -1.5, -2.6
> O=C(Cn1cc([N+](=O)[O-])nc1[N+](=O)[O-])N1CCN(c2ccccc2)CC1
  1.2, -18.8, -48.9, 7.0, 11.5, 2.2, 5.8, -0.4, -2.1, -0.1
> CN1CCN(C(c2cccc(Cl)c2)c2ccccc2Cl)CC1 (stereo not drawn)
  2.1, -2.7, -7.3, 3.4, -6.7, -1.3, 17.6, 3.0, 0.6, -0.2
> Cc1cccc(N(CC(O)CN2CCCC2)S(=O)(=O)c2ccccc2)c1 (stereo not drawn)
  -3.0, -30.4, -3.1, -4.5, -1.5, -9.9, 13.5, -3.4, -4.8, -0.3
> O=C(CCSCc1ccc(Cl)cc1)NCc1cccnc1
  -8.3, -20.5, 33.3, -0.6, 0.6, -15.8, 27.6, -0.1, -0.9, -0.5
> Cn1c(=O)n(C)c2cc(NS(=O)(=O)c3ccccc3)ccc21
  12.8, -48.7, -26.7, 9.7, 5.3, 18.0, 18.3, -2.9, 4.3, 0.6
> O=C(OCN1C(=O)c2ccccc2C1=O)c1cccnc1SC(F)F
  -2.0, -13.3, 17.4, 2.9, -2.0, -4.7, 1.9, -2.1, 0.2, -0.2
> COc1ccc(C(=O)CSc2n[nH]c(-c3ccco3)n2)cc1
  -2.1, 3.7, 2.7, 0.1, 1.8, 20.8, 52.7, 5.5, 2.3, -0.4
> CCOC(=O)Nc1nnc(-c2ccc(OC)cc2)s1
  14.6, -58.7, -65.3, -12.5, 6.9, 10.5, 23.4, 6.1, 4.3, .
> O=C(CN1CCN(Cc2ccccc2)CC1)Nc1cccc(S(=O)(=O)N2CCCCCC2)c1
  -9.0, -20.9, 14.5, 0.2, 1.3, 6.0, 4.5, -2.4, 3.3, -0.1
> CCCCCOC(=O)CSc1nnc(-c2cc(OC)c(OC)c(OC)c2)o1
  -5.1, 8.4, 3.1, -1.4, 3.2, 23.0, 13.3, 1.5, 5.3, 0.0
> COc1cccc(C2/C(=C(\O)c3ccc4c(c3)OCCO4)C(=O)C(=O)N2CCCn2ccnc2)c1 (stereo not drawn)
  -1.9, -5.2, -8.4, 2.6, -7.3, -15.0, 16.0, -3.4, 1.1, 0.9
> CC1(C)CC2CC(C)(CN2S(=O)(=O)c2ccc(C(=O)Nc3ccc(S(=O)(=O)N4CCOCC4)cc3)cc2)C1 (stereo not drawn)
  -2.1, 14.4, -2.8, -1.5, 4.4, 26.2, 19.5, 6.0, -4.5, -0.2
> COc1cccc(/C=C2/Sc3ccc(C(=O)NCCN4CCCCCC4)cc3NC2=O)c1
  -3.4, -21.4, 44.9, -13.9, -0.7, -4.5, 2.6, 0.6, 1.5, -4.6
> COCCCN1CCc2[nH]c(=S)[nH]c(=O)c2C1
  -16.3, -22.3, 11.0, ., 21.1, 58.1*, 0.9, 0.9, -0.9, 0.1
> CCOC(=O)c1sc(NC(=O)c2cc(-c3ccccc3C)nc3ccccc23)c(C#N)c1C
  -3.5, -46.8, 39.3, 15.2, -19.1, -16.4, 0.1, -3.7, -5.7, 0.2
> Nc1nc(CSc2nc3ccccc3s2)nc(Nc2ccccc2)n1
  6.6, -2.6, 2.6, 10.9, 31.1, 58.1*, -7.4, 0.6, 1.3, 0.2
> Cc1ncc(CSc2nccc(=O)[nH]2)c(CO)c1O
  -5.9, -10.9, -8.0, 1.3, -1.3, -2.9, 30.5, -0.6, -13.0, -1.4
> O=C(O)c1ccc(CSc2nnc(-c3ccc(Cl)cc3)o2)cc1
  7.0, -13.7, -9.4, 0.2, -18.6, -23.4, ., 3.3, 1.0, 2.0
> CC(Cc1ccc(O)c(O)c1)C(C)Cc1ccc(O)c(O)c1 (stereo not drawn)
  -9.2, ., -20.6, 16.9, 39.3, ?, 2.0, ., ., 0.1
> CN(C)c1nc(Oc2ccc(=O)[nH]n2)nc(N2CCOCC2)n1
  4.7, -4.0, -0.4, 0.1, -3.1, -18.4, 14.3, 2.7, 6.5, -0.3
> COc1ccc(CC(=O)NC2CCN(CC(=O)N3CCCc4ccccc43)CC2)cc1OC
  -1.1, -13.0, 5.7, 0.0, 1.1, 7.8, 15.2, -2.6, -5.5, 0.2
> CCOCCCNS(=O)(=O)Cc1ccccc1
  3.1, -18.9, -2.8, -1.7, -7.0, 7.6, 11.8, 1.5, -1.8, 0.2
> CCCC(=O)Nc1ccc(Cl)c(NC(=O)c2cccnc2)c1
  21.6, -21.0, 3.7, 1.8, -86.7*, -89.3, 21.8, 2.5, -0.3, -0.1
> Cc1cccc(-n2nnc(C(=O)NCc3ccco3)c2N)c1
  -2.3, -12.8, -40.4, 1.8, -0.1, 3.0, 18.9, 9.2, 6.0, 1.4
> O=C(CSc1nc2ccccc2[nH]1)NCCc1ccc(Cl)cc1
  -14.6, -21.6, -5.3, 10.7, 9.7, 25.5, 12.8, 25.1*, 4.0, 0.2
